Screening results: PubChem BioAssay, several laboratories
LYP inhibition: inhibition of human PTPN22 tyrosine phosphatase – biochemical, DiFMUP fluorescence, recombinant catalytic domain, 10 µM, primary screen (AID 606). recombinant LYP catalytic domain, DiFMUP fluorescence; higher % means a stronger effect. 52,000 tested, under 10 active. one-dose inhibition, % at 10 µM; IC50 in µM for titrated hits;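 active means IC50 under 40 µM in the dose-response test; inactive means IC50 of 40 µM or more, or never dose-tested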
KRASV12 cytotoxicity: cytotoxicity in KRAS-transformed pancreatic duct cells, primary screen, cell-based, fluorescence, HTS (AID 431); 1.7% of 63,000 active; cytotoxicity, % at 10 µM, or EC50 in µM where a hit was titrated; HPDE-C7K KRASV12 cells, Alamar Blue viability, 48 h; higher % means a stronger effect;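 active means compounds whose percent cytotoxicity in the single-dose primary screen, scaled between solvent and toxic-drug controls, exceeds 50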;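 further: 0% = DMSO solvent wells and 100% = doxorubicin-treated wells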
Bfl-1 inhibitors: displacement of Bid BH3 peptide from Bfl-1 – biochemical, fluorescence polarization, FITC-Bid, mouse, primary screen (AID 432). FITC-Bid BH3 peptide fluorescence polarization displacement; higher % means a stronger effect. displacement, % at 20 µM; hits with a dose series show IC50 in µM. 0.02% of 64,000 active; in the data active means a potency from the dose series; inactive means the rest, 99 in 100 with displacement below about 15%; further: strong numbers were not always called active
HT1080 cytotoxicity: cytotoxicity in HT1080 fibrosarcoma cells, cell-based, fluorescence readout (AID 620) | one-dose cytotoxicity, % at 10 µM; EC50 in µM for titrated hits | HT1080 viability, fluorescence; higher % means a stronger effect | 0.42% of 87,000 active;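 further: cells exposed to compound overnight then 4 h with Alamar Blue; 0% = vehicle DMSO and 100% = killing control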
TNAP inhibition: human TNAP enzyme inhibitors, biochemical, luminescent (AID 518) | purified TNAP enzyme, luminescent substrate readout; higher % means a stronger effect | inhibition, % at 20 µM; hits with a dose series show IC50 in µM | 0.09% of 64,000 active; in the data active means a potency from the dose series; inactive means the rest, 99 in 100 with inhibition below about 22%;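 further: plate controls were vehicle for no effect and reference inhibitor for full effect; many of its hits are not listed in these tables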
PMK inhibit: inhibitors of Streptococcus pneumoniae phosphomevalonate kinase; purified PMK, PK/LDH-coupled NADH absorbance 340 nm; inhibition, % at 10 µM; 0.49% of 65,000 active;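 active means top-ranked compounds by inhibition in the single 10 µM screen, taking a fixed number of the strongest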;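 further: 0% = full reaction with DMSO carrier and 100% = background rate without enzyme reaction; no value below 0 was filed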
Spn MK inh: S. pneumoniae mevalonate kinase inhibition; purified MK, PK/LDH-coupled NADH absorbance 340 nm; inhibition, % at 10 µM; 0.48% of 65,000 active; AID 555;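 active means ranked among the strongest by inhibition in the single 10 µM screen, a fixed top-ranked set picked for dose follow-up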; further: no value below 0 was filed
HPDE-C7 cytotoxicity: HPDE-C7 pancreatic duct cell viability loss – fluorescence, HTS (AID 430) | HPDE-C7 pancreatic duct cells viability, fluorescence; higher % means a stronger effect | cytotoxicity, % at 10 µM, or EC50 in µM where a hit was titrated | 1.8% of 63,000 active;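 further: cells exposed to compound for 48 hours before viability readout; 0% = vehicle and 100% = reference cytotoxic drug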
Spn DPM-DC inh: blocks S. pneumoniae diphosphomevalonate decarboxylase; purified DPM-DC, PK/LDH coupled NADH fluorescence; calls only at 10 µM; 0.49% of 65,000 active;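 active means the 320 compounds with the highest percent inhibition in the single-dose primary screen, excluding strongly autofluorescent ones, cut at about 32% in these data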;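 further: kinetic rate of NADH fluorescence loss reporting ADP formed by the decarboxylase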
PMK inhibit pilot replicates: also measured in PMK inhibit; calls as there; inhibition, %; measured here: pilot screen replicates
Spn MK inh pilot replicates: also measured in Spn MK inh; calls as there; inhibition, %; measured here: pilot screen replicates
Spn DPM-DC inh pilot screen %: second read-out of Spn DPM-DC inh, no call of its own (marks repeat the call); inhibition, %; measured here: pilot screen trials
Starred values were filed as active, the others as inactive; i = inactive; x = no result given. Unless noted, no stated cut-off is given here; in the data, active means cytotoxicity above about 50%; inactive means the rest.

SMILES	LYP inhibition	KRASV12 cytotoxicity	Bfl-1 inhibitors	HT1080 cytotoxicity	TNAP inhibition	PMK inhibit	Spn MK inh	HPDE-C7 cytotoxicity	Spn DPM-DC inh	others
COc1cc(C(=O)NCC(=O)n2nc(C)cc2C)cc(OC)c1OC	7%	18%	10%	-9%	12%	0	0	4%	i
CS(=O)(=O)N1CCN(C(=O)NC23CC4CC(CC(C4)C2)C3)CC1	11%	0%	-5%	16%	10%	5	17	-8%	i
CCCN(Cc1cc2cccc(C)c2[nH]c1=O)C(=O)c1cccc(OC)c1	11%	2%	-10%	4%	9%	18	9	0%	i
Fc1c(F)c(F)c(CSc2nc3ccccc3[nH]2)c(F)c1F	6%	0%	2%	-3%	12%	0	12	-7%	i	PMK inhibit pilot replicates=5.0;Spn MK inh pilot replicates=4.0;Spn DPM-DC inh pilot screen %=2.5
Cc1nc(CCNC(=O)Cc2ccccc2)cs1	-3%	-4%	-1%	-1%	14%	10	5	-1%	i
Cc1cc(-c2ccco2)n(-c2ccccc2)n1	2%	-11%	1%	-2%	9%	0	0	-11%	i
COc1cc2c(cc1OC)C(c1ccc(N(C)C)cc1)CC(=O)N2 (stereo not drawn)	-3%	-8%	-5%	-3%	6%	9	5	1%	i
CCOC(=O)CSc1nnc(Cc2ccccc2)n1CC1CCCO1 (stereo not drawn)	-4%	x	5%	3%	10%	22	0	x	i
O=C(CN1CCN(CC(=O)c2ccc(F)cc2)CC1)Nc1ccccc1Cl	4%	1%	1%	5%	7%	8	2	-1%	i
Cc1cc(NC(=O)C2(c3ccccc3)CCCC2)no1	19%	x	x	-4%	x	7	8	x	i
CN1CCN(C(=O)c2ccc3c(=O)n(Cc4ccc(Cl)cc4)c(=S)[nH]c3c2)CC1	0%	6%	-5%	-7%	8%	15	7	4%	i
CCCCOC(=O)C1=C(C)Nc2ncnn2C1c1ccc(OCC)c(OC)c1 (stereo not drawn)	10%	-12%	-3%	32%	6%	4	3	-10%	i
CCCCCC1CC(=O)N(Cc2ccccc2)C(=O)N1 (stereo not drawn)	4%	-16%	-25%	9%	5%	6	0	-26%	i
COc1ccc(-n2c(N)c(C(=O)NCC3CCCO3)c3nc4ccccc4nc32)c(OC)c1 (stereo not drawn)	9%	22%	-7%	3%	1%	5	11	11%	x
Cc1ccnc(-n2c(CCN3C(=O)c4ccccc4C3=O)nc3ccccc3c2=O)c1	-2%	-8%	-5%	7%	7%	2	5	-9%	i
Cc1ccccc1-n1nc(C)c2cc(C(=O)N3CCN(S(=O)(=O)c4ccc(F)cc4)CC3)sc21	x	19%	3%	12%	14%	4	5	26%	i
CC(NC(=O)c1cc2ccccc2o1)c1cccs1 (stereo not drawn)	x	-4%	-8%	x	5%	0	2	-2%	i
COc1ccc(S(=O)(=O)Cc2ccc(C(=O)NCc3cccs3)o2)cc1	11%	-8%	8%	-11%	10%	16	0	-6%	i
O=C(NCC(=O)N(c1cccnc1)C(C(=O)NCc1ccco1)c1ccccc1)c1ccco1 (stereo not drawn)	-1%	3%	1%	-4%	10%	10	2	-7%	i
O=C(Nc1ccccc1N1CCCC1)c1cc2ccccc2o1	20%	-34%	-9%	0%	21%	7	3	-20%	i
CCNS(=O)(=O)c1ccc(NC(=O)Nc2cccc(C(F)(F)F)c2)cc1	3%	41%	6%	5%	-3%	8	8	23%	i
NC(=O)COc1ccc(=O)n(-c2ccccc2)n1	-6%	-2%	1%	x	-4%	4	8	1%	i
O=C(c1cc(-c2cccs2)on1)N1CCOCC1	0%	3%	-2%	2%	6%	11	6	-1%	i
Cc1onc(-c2ccccc2)c1C(=O)Nc1nnc(COc2ccc(Cl)cc2)s1	11%	37%	-9%	-5%	10%	9	25	28%	i
COc1ccc(N(CC(=O)Nc2cccc(N(C)S(C)(=O)=O)c2)S(C)(=O)=O)cc1OC	10%	-4%	-8%	3%	1%	9	0	-3%	i

Ordered by molar mass (rising): 4 of the compounds above.
SMILES	LYP inhibition	KRASV12 cytotoxicity	Bfl-1 inhibitors	HT1080 cytotoxicity	TNAP inhibition	PMK inhibit	Spn MK inh	HPDE-C7 cytotoxicity	Spn DPM-DC inh	others
Cc1cc(-c2ccco2)n(-c2ccccc2)n1	2%	-11%	1%	-2%	9%	0	0	-11%	i
COc1cc2c(cc1OC)C(c1ccc(N(C)C)cc1)CC(=O)N2 (stereo not drawn)	-3%	-8%	-5%	-3%	6%	9	5	1%	i
CS(=O)(=O)N1CCN(C(=O)NC23CC4CC(CC(C4)C2)C3)CC1	11%	0%	-5%	16%	10%	5	17	-8%	i
COc1ccc(S(=O)(=O)Cc2ccc(C(=O)NCc3cccs3)o2)cc1	11%	-8%	8%	-11%	10%	16	0	-6%	i

Next section:
SMILES	LYP inhibition	KRASV12 cytotoxicity	Bfl-1 inhibitors	HT1080 cytotoxicity	TNAP inhibition	PMK inhibit	Spn MK inh	HPDE-C7 cytotoxicity	Spn DPM-DC inh	others
Cn1nc(SCC(=O)O)sc1=S	x	-30%	-2%	-12%	8%	11	10	-21%	i
CCCCOc1ccc(-c2nnn(CCC(=O)N3CCOCC3)n2)cc1	10%	-5%	-4%	-1%	7%	4	12	-7%	i
COc1ccc(C2NC(=O)NC(O)(C(F)(F)F)C2C(=O)c2ccc(C)cc2)cc1 (stereo not drawn)	8%	1%	1%	-2%	18%	13	7	-3%	i
COc1cccc(-n2c(COc3ccc(C)cc3)nnc2SCC(N)=O)c1	13%	14%	1%	-3%	5%	12	7	-1%	i
CCC(CC)c1nnc(NC(=O)c2c(-c3ccccc3)noc2C)s1	3%	-6%	-4%	-13%	9%	5	6	-4%	i
CSc1ccccc1NC(=O)c1cc(CC(C)C)on1	-5%	-14%	-5%	-6%	17%	2	16	-2%	i
CC(=O)NC(Cc1ccccc1)C(=O)NC1CCN(C(=O)NC2CCCCC2)CC1 (stereo not drawn)	21%	-6%	7%	-6%	12%	11	0	-3%	i
CC1(C(=O)NC2CCCCCCC2)CCC(=O)N1CCN1CCOCC1 (stereo not drawn)	17%	-1%	-1%	41%	-2%	15	0	-13%	i
COc1ccc(CC(=O)NC2CCN(CC(=O)Nc3ccc4c(c3)OCCO4)CC2)cc1OC	-5%	7%	-2%	-8%	16%	20	0	-2%	i	PMK inhibit pilot replicates=10;Spn MK inh pilot replicates=1.0;Spn DPM-DC inh pilot screen %=1.0
Cc1cc(C(=O)OCC(=O)Nc2ccc(F)cc2F)c(C)o1	-5%	2%	-3%	-1%	10%	19	0	0%	i
O=C(COc1ccccc1O)Nc1ccccc1Cl	4%	-4%	-3%	8%	7%	6	0	1%	i
O=C(c1cccs1)N1CCN(Cc2ccncc2)CC1	14%	-17%	8%	2%	9%	17	6	-21%	i
COc1ccc(C(O)Cc2nc3ccccc3n2C)cc1OC (stereo not drawn)	2%	x	x	-1%	x	0	6	x	i
COc1ccc2cc3cc(C(=O)N4CCN(Cc5ccc6c(c5)OCO6)CC4)oc3nc2c1	-3%	17%	-5%	-13%	6%	14	1	14%	x
COc1cc(C2CC(=O)N3CN(c4ccccc4C)CSC3=C2C#N)cc(OC)c1OC (stereo not drawn)	0%	7%	2%	-10%	15%	9	9	3%	i
CCCCOc1ccccc1C1CC(=O)NC2=C1C(=O)CCC2 (stereo not drawn)	x	60%*	-5%	56%*	3%	11	0	71%*	i
CCOC1(C(F)(F)F)NC(=O)N(Cc2ccc(OC)cc2)C1=O (stereo not drawn)	-13%	-4%	-3%	12%	11%	11	1	-5%	i
Cc1cccc2cc(C#N)c(SCCN3CCCCC3)nc12	5%	57%*	-3%	6%	8%	16	7	49%	i	PMK inhibit pilot replicates=4.0;Spn MK inh pilot replicates=0.0;Spn DPM-DC inh pilot screen %=5.0
CCOC(=O)N1CCC(Nc2c(NCCCN3CCN(c4ccc(OC)cc4)CC3)c(=O)c2=O)CC1	-9%	-6%	-2%	-5%	3%	9	0	-18%	i
O=C1Nc2ccccc2C12OC1CCCCC1O2 (stereo not drawn)	7%	-13%	-1%	-6%	-2%	0	1	-16%	i
Cc1cccc(NC(=O)c2c(C)cc(=O)oc2C)n1	2%	2%	1%	1%	13%	2	12	-9%	i
Fc1ccc(C2C3=C(Nc4ncnn42)c2ccccc2OC3c2ccncc2)cc1 (stereo not drawn)	16%	4%	-9%	14%	20%	12	0	16%	i	PMK inhibit pilot replicates=4.5;Spn MK inh pilot replicates=0.0;Spn DPM-DC inh pilot screen %=0.5
O=C(O)C1CCN(S(=O)(=O)c2ccc(Oc3ccccc3)cc2)CC1	x	x	-2%	-5%	5%	5	7	x	i
CCS(=O)(=O)N1CCCC(C(=O)NCc2cccnc2)C1 (stereo not drawn)	1%	-14%	-2%	-3%	4%	8	0	-14%	i
CCOc1cc(C(=O)N(C)Cc2cc3cc(OC)ccc3[nH]c2=O)cc(OCC)c1OCC	9%	-2%	2%	7%	8%	13	13	-2%	i	PMK inhibit pilot replicates=0.0;Spn MK inh pilot replicates=0.0;Spn DPM-DC inh pilot screen %=12
(next part)
SMILES	LYP inhibition	KRASV12 cytotoxicity	Bfl-1 inhibitors	HT1080 cytotoxicity	TNAP inhibition	PMK inhibit	Spn MK inh	HPDE-C7 cytotoxicity	Spn DPM-DC inh	others
CCc1cc2c(=O)c(-c3nc4ccccc4n3C)coc2c(CN2CCN(C)CC2)c1O	11%	-4%	2%	-2%	2%	6	14	-5%	i
Cc1cc(NCCN2CCOCC2)n2c(nc3ccccc32)c1C#N	-23%	12%	-1%	3%	8%	7	15	8%	x
CCc1c(C)nc(SCC(=O)Nc2ccc(Br)cc2)[nH]c1=O	8%	-3%	4%	-14%	8%	9	7	-15%	i
Cc1ccc(C(C(=O)NC2CCCC2)N2CCCCC2)cc1 (stereo not drawn)	-1%	-8%	-1%	-4%	-3%	0	5	-20%	i
CCOc1ccc(CN2CCN(C(=O)c3ccccc3)CC2)cc1	8%	-13%	2%	-2%	7%	2	9	-10%	i
Cc1cc(N=CC2=C(O)CC(C)(C)CC2=O)no1	15%	-3%	-6%	-3%	5%	9	6	5%	i
O=C1OC(c2ccccc2)=C/C1=C/N1CCCCC1	-1%	-4%	-7%	-5%	12%	9	10	2%	i
COCCOCC(O)CN1CCN(c2ccc(C)cc2)CC1 (stereo not drawn)	0%	-2%	2%	7%	8%	4	38	-2%	i
O=C(Cc1cccs1)N1CCCC(c2nc3c(nnn3Cc3ccccc3Cl)c(=O)[nH]2)C1 (stereo not drawn)	-12%	-10%	-6%	-6%	6%	24	0	-4%	i
CCCCCn1c(CN2CCN(C)CC2)nc2c1c(=O)n(C)c(=O)n2C	-5%	2%	7%	-7%	4%	1	4	4%	i	PMK inhibit pilot replicates=0.5;Spn MK inh pilot replicates=2.5;Spn DPM-DC inh pilot screen %=6.0
Cc1cc(Nc2cccc(F)c2)n2ncnc2n1	5%	4%	-2%	-7%	17%	2	1	4%	i
Cc1cc(C(F)(F)F)nn1Cc1ccc(C(=O)NCc2ccco2)o1	2%	0%	8%	7%	19%	0	8	-3%	i	PMK inhibit pilot replicates=0.0;Spn MK inh pilot replicates=4.0;Spn DPM-DC inh pilot screen %=9.5
COc1ccccc1C1(CC(=O)O)CCOC(C(C)C)C1 (stereo not drawn)	6%	0%	-3%	-2%	6%	0	6	0%	i
CC(C)(Oc1ccc(Cl)cc1)C(=O)Nc1ncccn1	1%	-2%	-8%	3%	5%	0	7	-10%	i
